HCMV antiviral: human cytomegalovirus inhibition | AID 1259415 | HFF cells, HCMV-luciferase reporter, 72 h; hits give low values | activity change, negative = inhibition, % at 57.5 µM | hit rate 4.5% among 410,000; in the data active = activity change below about -60%; inconclusive = no clear call, values can overlap the other calls; inactive = above about -39%
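Human foreskin fibroblasts infected with luciferase-reporter HCMV at MOI 1 PFU/cell, compounds at two doses. Luciferase measured 72 h post infection; normalized to buffer-only basal and Salinomycin (10uM) controls.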
AMA1-RON2 inh: inhibitors of Plasmodium falciparum AMA1-RON2 interaction; hit rate 0.2% among 360,000; AID 720542; AlphaScreen AMA1-biotinylated RON2 peptide binding; Potency, µM (doses to about 58.2 µM), for the others: top-dose activity change, negative = inhibition, hits mostly inhibitors; active = well fitted inhibition curve with a large enough effect; inconclusive = small, poorly fitted or top-dose-only effect; inactive = no such curve, though single readings can be large or run the other way;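 also: potency is read from the fitted curve at half-maximal effect; 0% = vehicle wells and -100% = peptide control; nearly all actives have a fitted effect of over 45% in size; some results filed as inactive show a strong effect at the top dose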
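AMA1 (3D7) with his tag at 25 nM final met compounds first, then biotinylated RON2 peptide at 25 nM; detection used donor plus acceptor beads, 10 µg/mL apiece, read by AlphaScreen after 30 min at room temperature.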
* marks the source's active call; other numbers are inactive results; [ ] = dose if it differs, or a comment. Unless noted, % is scaled to controls: 0 for no effect and ±100 for the full control effect.

What do the screens show for `COCCCN1C(=O)C(CC(=O)NCCc2ccccn2)CC(C(=O)N(C(C)C)C(C)C)=C1C` (stereo unspecified)?
HCMV antiviral: 5; AMA1-RON2 inh: 5%

How did CC(Sc1nnc(-c2ccccc2F)n1C)C(=O)Nc1ccc(N2CCOCC2)cc1 (stereo unspecified) do in these assays?
HCMV antiviral: -11; AMA1-RON2 inh: 7%

Results for O=C1NCN(c2ccccc2)C12CCN(C(c1nnnn1Cc1ccccc1)C1CC1)CC2 (stereo unspecified) ?
HCMV antiviral: -16; AMA1-RON2 inh: -7%

How did CCCCn1nnnc1C(c1cc2ccccc2o1)N1CCCC1 (stereo unspecified) do in these assays?
HCMV antiviral: -3; AMA1-RON2 inh: -9%

Results for COCCN(CCOC)Cc1cc(=O)oc2ccc3ccccc3c12 ?
HCMV antiviral: 5; AMA1-RON2 inh: -1%

Results for COc1cccc(C(=O)N2CCC2(C)C(=O)NC(C)C)c1 (stereo unspecified) ?
HCMV antiviral: -36; AMA1-RON2 inh: 0%

How did CCN(CC(=O)Nc1c(F)cccc1F)C(=O)CCCSc1nc2ccccc2[nH]1 do in these assays?
HCMV antiviral: 19; AMA1-RON2 inh: -7%

What do the screens show for `CCOC(=O)[C@@H](NC(=O)CC[C@H]1O[C@@H](n2ccc(=O)[nH]c2=O)[C@H](O)[C@@H]1O)C(C)C`?
HCMV antiviral: 10; AMA1-RON2 inh: 0%

Results for O=C1NCN(c2ccccc2)C12CCN(C(c1ccccc1OC(F)(F)F)c1nnnn1Cc1ccccc1)CC2 (stereo unspecified) ?
HCMV antiviral: -21; AMA1-RON2 inh: 6%

Results for O=C(COC(=O)c1cc([N+](=O)[O-])ccc1N1CCOCC1)NCc1ccccc1 ?
HCMV antiviral: 5; AMA1-RON2 inh: 2%

Results for COc1ccc(-c2ccc(CN3C(CC(C)C)C(=O)N(Cc4cn(CCC5OCCO5)nn4)CCS3(=O)=O)cc2)cc1OC (stereo unspecified) ?
HCMV antiviral: -62*; AMA1-RON2 inh: -3%

How did CCc1c(-c2cccc(Cl)c2)ncn1Cc1cccc(-c2ccccc2)c1 do in these assays?
HCMV antiviral: -6; AMA1-RON2 inh: -26%

Results for CC(C)CN1C(=O)c2ccccc2C1c1nnnn1-c1ccc2c(c1)OCCO2 (stereo unspecified) ?
HCMV antiviral: -8; AMA1-RON2 inh: 1%

Results for NC(Cc1ccc(C(F)(F)F)cc1)c1csc(Nc2ccc(C(=O)c3ccccc3)cc2)n1 (stereo unspecified) ?
HCMV antiviral: -63*; AMA1-RON2 inh: 24%

How did O=C(COC(=O)C1CC1)Nc1cccc(Cl)c1 do in these assays?
HCMV antiviral: -18; AMA1-RON2 inh: -5%

Results for C[C@H](CO)N1C[C@H](C)[C@@H](CN(C)S(=O)(=O)c2ccc(C#N)cc2)OCc2cn(nn2)CCCC1=O ?
HCMV antiviral: -11; AMA1-RON2 inh: 0%

How did Cc1ccc(F)cc1NC(=O)COC(=O)C1CC2CCCC(C1)C2=O (stereo unspecified) do in these assays?
HCMV antiviral: 20; AMA1-RON2 inh: 9%

What do the screens show for `CCCCCCCCN1C(=O)[C@H](CC(=O)NCCc2ccccc2OC)C[C@@]2(C(=O)OCC)CCC=C12`?
HCMV antiviral: 2; AMA1-RON2 inh: 2%

Results for CC(C)(C)c1ccc(NC(=O)c2cc(C3CCCN(S(=O)(=O)c4cccc5cccnc45)C3)on2)cc1 (stereo unspecified) ?
HCMV antiviral: -86*; AMA1-RON2 inh: 8%

How did CC(=O)N1N=C(c2ccc(Br)cc2)CC1c1cccc([N+](=O)[O-])c1 (stereo unspecified) do in these assays?
HCMV antiviral: 9; AMA1-RON2 inh: -13%

How did COc1ccc(CNC(=O)O[C@H]2Cn3c(=O)ccc(=O)n3[C@@H]3CN(S(=O)(=O)c4ccc(C)cc4)C[C@]23O)cc1OC do in these assays?
HCMV antiviral: -33; AMA1-RON2 inh: 18%

Results for Cn1c(=O)c2cc(NC(=O)Cc3cccnc3)ccc2n1-c1ccc2ccccc2c1 ?
HCMV antiviral: inconclusive; AMA1-RON2 inh: -14%

Results for O=C(c1[nH]c(C(F)(F)F)nc1-c1ccccc1)N1CCN(c2ccccn2)CC1 ?
HCMV antiviral: 12; AMA1-RON2 inh: 4%

Results for COc1ccc(Cl)cc1NS(=O)(=O)c1cccc(C(=O)NCCCN2CCOCC2)c1 ?
HCMV antiviral: -35; AMA1-RON2 inh: 0%

What do the screens show for `CCCCn1nnnc1C(c1ccccc1)N1CCN(C(=O)c2ccco2)CC1` (stereo unspecified)?
HCMV antiviral: -12; AMA1-RON2 inh: 4%

How did CC1(C(=O)Nc2ccc(Cl)c(Cl)c2)CCN1CCc1ccccc1 (stereo unspecified) do in these assays?
HCMV antiviral: -2; AMA1-RON2 inh: 5%

How did CSc1ccc(CN2CCC(C)(Oc3ccc(-n4ccnc4)cc3)C2)cc1 (stereo unspecified) do in these assays?
HCMV antiviral: -32; AMA1-RON2 inh: inconclusive

Results for Cc1c(C(=O)NCc2ccccc2C(F)(F)F)sc(=O)n1Cc1cccc(C(F)(F)F)c1 ?
HCMV antiviral: -16; AMA1-RON2 inh: -19%

What do the screens show for `Cc1nc2c(OCc3ccc(C(F)(F)F)cc3)cccn2c1N(C)CC1CC1`?
HCMV antiviral: -17; AMA1-RON2 inh: -4%

Results for O=C(C[C@H]1CC[C@H]2[C@@H](COC[C@@H](O)CN2C(=O)c2cnccn2)O1)NCc1ccc(Oc2ccccc2)cc1 ?
HCMV antiviral: -68*; AMA1-RON2 inh: -6%

What do the screens show for `Cc1ccc2nc(-c3ccc(C#N)cc3)c(Cc3cccc(Cl)c3)n2c1`?
HCMV antiviral: 25; AMA1-RON2 inh: 14%

Results for Cc1noc(C)c1NC(=O)N(C)C[C@H]1OCc2cnnn2CCCC(=O)N([C@H](C)CO)C[C@H]1C ?
HCMV antiviral: 11; AMA1-RON2 inh: -2%

What do the screens show for `Cc1ccc(S(=O)(=O)NC(=O)C2(C)CCN2C(=O)Cc2ccc(Cl)cc2Cl)nc1` (stereo unspecified)?
HCMV antiviral: 10; AMA1-RON2 inh: 76%[activator]

What do the screens show for `Cc1cc2nc(C(C)(C)C)c(Cc3cccc(Cl)c3)n2c(C)c1Br`?
HCMV antiviral: 115; AMA1-RON2 inh: -10%

What do the screens show for `Cc1c(C(=O)NCc2ccc3c(c2)OCCO3)sc(=O)n1Cc1cccc(C(F)(F)F)c1`?
HCMV antiviral: -79*; AMA1-RON2 inh: -3%

How did CCOC(=O)[C@]12CCCC=C1N(Cc1ccc(Cl)cc1Cl)C(=O)[C@H](CC(=O)NCc1cccc(C(F)(F)F)c1)C2 do in these assays?
HCMV antiviral: -13; AMA1-RON2 inh: -2%

How did O=C(NCCCn1ccnc1)c1[nH]c(C(F)(F)F)nc1-c1ccccc1 do in these assays?
HCMV antiviral: 11; AMA1-RON2 inh: -18%

Results for Cc1nc2ccc(C(=O)N(C)Cc3ccccc3)cn2c1N(C)C(=O)CCc1ccccc1 ?
HCMV antiviral: -15; AMA1-RON2 inh: 1%

How did O=C1NC[C@H](Cc2ccccc2)N(C[C@@H]2CCCN2C[C@H](Cc2ccc(O)cc2)N2C[C@H](Cc3ccc(O)cc3)N(CC3CCCCC3)C(=O)C2=O)C1=O do in these assays?
HCMV antiviral: -10; AMA1-RON2 inh: -5%

How did CC1(C(=O)NC2CCCCCC2)CCN1C(=O)Cc1ccc(-c2ccccc2)cc1 (stereo unspecified) do in these assays?
HCMV antiviral: inconclusive; AMA1-RON2 inh: -3%

Results for COCCCNC1=C(C#N)C(=O)NC2(CCCC2)S1 ?
HCMV antiviral: 0; AMA1-RON2 inh: 41%[activator]

Results for COc1ccc(-c2nc3ccc(Br)cn3c2Cc2cccc(Cl)c2)cc1OC ?
HCMV antiviral: inconclusive; AMA1-RON2 inh: -16%

What do the screens show for `CC1(C(=O)Nc2cccc(C(F)(F)F)c2)Cc2c(-c3cccc(C(F)(F)F)c3)ccnc2O1` (stereo unspecified)?
HCMV antiviral: 20; AMA1-RON2 inh: -7%

Results for COCCNC(=O)C1CCCN(Cc2ccccc2)CC1 (stereo unspecified) ?
HCMV antiviral: -21; AMA1-RON2 inh: 0%

How did C[C@@H]1CN([C@H](C)CO)C(=O)c2cc(Br)cnc2O[C@@H]1CN(C)Cc1ccc(F)cc1 do in these assays?
HCMV antiviral: 21; AMA1-RON2 inh: 16%

Results for Cc1ccc(S(=O)(=O)N2CC3=C(C2)C2CC2(C)C3)cc1 (stereo unspecified) ?
HCMV antiviral: -34; AMA1-RON2 inh: -1%

How did Cc1ccccc1CN1C(=O)CSCC1(C)C(=O)Nc1c(C)cccc1C (stereo unspecified) do in these assays?
HCMV antiviral: -5; AMA1-RON2 inh: -5%

What do the screens show for `CCc1nc2c(OCC(=O)c3ccc(Cl)cc3Cl)cccn2c1N(C=O)Cc1ccccc1`?
HCMV antiviral: 8; AMA1-RON2 inh: 16%

What do the screens show for `Clc1cccc(Cc2c(-c3ccccc3)nc3c4ccccc4ccn23)c1`?
HCMV antiviral: 50; AMA1-RON2 inh: 26%

What do the screens show for `CC(=O)N(c1ccccc1)c1ccccc1[N+](=O)[O-]`?
HCMV antiviral: -3; AMA1-RON2 inh: -5%

How did COc1cccc(NC(=O)COC(=O)c2ccc3c(c2)OCCO3)c1 do in these assays?
HCMV antiviral: -1; AMA1-RON2 inh: 10%

What do the screens show for `CCCCN1C(=O)C(CC(=O)NC2CCCC2)CC(C(=O)N(C)C)=C1C` (stereo unspecified)?
HCMV antiviral: -6; AMA1-RON2 inh: 0%

What do the screens show for `CC(C)C[C@@H]1CN(CCCC[C@H]2CNC(=O)C(=O)N2CCC2CCCCC2)C(=O)C(=O)N1CCC1CCCCC1`?
HCMV antiviral: -15; AMA1-RON2 inh: 7%

What do the screens show for `CSc1nc(S(=O)(=O)c2ccc(C)cc2)c(N2CCOCC2)s1`?
HCMV antiviral: -10; AMA1-RON2 inh: 2%

How did COCCNC(=O)C1(C)CCN(C(=O)c2cc(C)n(C(C)(C)C)n2)C1 (stereo unspecified) do in these assays?
HCMV antiviral: -7; AMA1-RON2 inh: -4%

Results for CN1CCC(N2CCN(C3CN(CCc4ccccc4)S(=O)(=O)C3)CC2)CC1 (stereo unspecified) ?
HCMV antiviral: 2; AMA1-RON2 inh: 14%

Results for Cc1cc(=O)c2c(N(C)C)cccc2[nH]1 ?
HCMV antiviral: 37; AMA1-RON2 inh: inconclusive

Results for COc1ccc(NC(=O)c2cc(-c3ccc(F)cc3OC)n[nH]2)cc1OC ?
HCMV antiviral: 35; AMA1-RON2 inh: -13%

Results for CC(C)Nc1nc(NCCN2CCNC2=O)c2sccc2n1 ?
HCMV antiviral: -15; AMA1-RON2 inh: 6%

Results for CC(=O)Nc1ccc(C(=O)OCC(=O)NC2CCCCCC2)cc1 ?
HCMV antiviral: -18; AMA1-RON2 inh: 7%

At a glance, part of the list above:
Results for Cc1ccc(S(=O)(=O)N2CC3=C(C2)C2CC2(C)C3)cc1 (stereo unspecified) ?
HCMV antiviral: -34; AMA1-RON2 inh: -1%

How did Cc1ccccc1CN1C(=O)CSCC1(C)C(=O)Nc1c(C)cccc1C (stereo unspecified) do in these assays?
HCMV antiviral: -5; AMA1-RON2 inh: -5%

What do the screens show for `CCc1nc2c(OCC(=O)c3ccc(Cl)cc3Cl)cccn2c1N(C=O)Cc1ccccc1`?
HCMV antiviral: 8; AMA1-RON2 inh: 16%

Sorted by number of heavy atoms (falling): some entries from above.
What do the screens show for `CC1(C(=O)Nc2cccc(C(F)(F)F)c2)Cc2c(-c3cccc(C(F)(F)F)c3)ccnc2O1` (stereo unspecified)?
HCMV antiviral: 20; AMA1-RON2 inh: -7%

What do the screens show for `Clc1cccc(Cc2c(-c3ccccc3)nc3c4ccccc4ccn23)c1`?
HCMV antiviral: 50; AMA1-RON2 inh: 26%

Results for COCCNC(=O)C1CCCN(Cc2ccccc2)CC1 (stereo unspecified) ?
HCMV antiviral: -21; AMA1-RON2 inh: 0%

Results for Cc1ccc(S(=O)(=O)N2CC3=C(C2)C2CC2(C)C3)cc1 (stereo unspecified) ?
HCMV antiviral: -34; AMA1-RON2 inh: -1%

Results for COCCCNC1=C(C#N)C(=O)NC2(CCCC2)S1 ?
HCMV antiviral: 0; AMA1-RON2 inh: 41%[activator]

Next section.
What do the screens show for `COc1cc(Cl)ccc1OC1(C)CCN(Cc2cccn2-c2nccs2)C1` (stereo unspecified)?
HCMV antiviral: -10; AMA1-RON2 inh: -27%

What do the screens show for `CCC1(c2ccccc2)CN(C)C1=O` (stereo unspecified)?
HCMV antiviral: -79*; AMA1-RON2 inh: 5%

How did CCCS(=O)(=O)NC(=O)C1(C)CCCN(C(=O)c2ccc(OC)cc2OC)C1 (stereo unspecified) do in these assays?
HCMV antiviral: 11; AMA1-RON2 inh: -6%

Results for CC(=O)Nc1ccc2nc(NC(=O)CS(=O)(=O)c3ccc(F)cc3)sc2c1 ?
HCMV antiviral: 80; AMA1-RON2 inh: 14%

How did CCCNC(=O)c1cc(C2CCCCN2C(=O)c2ccc3c(c2)CCO3)on1 (stereo unspecified) do in these assays?
HCMV antiviral: -40; AMA1-RON2 inh: -6%

How did C[C@@H]1CN([C@@H](C)CO)S(=O)(=O)c2ccc(Br)cc2O[C@H]1CN(C)C(=O)c1ccccc1F do in these assays?
HCMV antiviral: 5; AMA1-RON2 inh: 6%

Screening data (PubChem BioAssay)

Not all compounds are listed (hit frequency here may not be typical).
